Screening data (PubChem)
NTR1 ag: NTR1-driven beta-arrestin-GFP spot formation – imaging, U2OS cells, high content, primary screen (AID 493036) | activation, % at 20 µM | P30989 | agonist mode | 330,000 tested, 0.17% active;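 active = activation at or above 40% of the spot to cytoplasm intensity ratio, with at least 20 cells analyzed; inconclusive = wells under 20 cells, flagged as cytotoxic or low count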;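 note: 0% = DMSO without peptide and 100% = 100 nM NTR1 peptide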
Target sequence (P30989 whole entry, looked up): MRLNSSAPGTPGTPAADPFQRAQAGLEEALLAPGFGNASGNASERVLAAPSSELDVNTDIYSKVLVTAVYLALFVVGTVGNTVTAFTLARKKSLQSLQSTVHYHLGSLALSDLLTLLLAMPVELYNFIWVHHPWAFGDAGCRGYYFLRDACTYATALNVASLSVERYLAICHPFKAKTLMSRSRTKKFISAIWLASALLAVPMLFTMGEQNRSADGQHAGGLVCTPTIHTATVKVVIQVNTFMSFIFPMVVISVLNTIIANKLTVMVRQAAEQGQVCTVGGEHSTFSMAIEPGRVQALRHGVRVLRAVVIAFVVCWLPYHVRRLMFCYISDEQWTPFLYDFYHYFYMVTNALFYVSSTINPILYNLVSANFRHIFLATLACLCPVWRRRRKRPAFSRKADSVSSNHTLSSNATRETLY
GPR35 arrestin U2OS: GPR35 antagonists blocking zaprinast-driven arrestin recruitment, primary screen, imaging, U2OS, beta-arrestin-GFP, zaprinast agonist (AID 2058). U2OS GPR35 beta-arrestin-GFP translocation imaging, zaprinast antagonism; higher % means a stronger effect. inhibition, % at 10 µM; hits with a dose series show IC50 in µM. 290,000 tested, 0.052% active;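 active = inhibition of at least 50% with at least 30 cells and total cytoplasm GFP at most 10,000,000; inconclusive = under 30 cells or total GFP of 10,000,000 plus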
Myeloid diff MLP: myeloid differentiation induction; ER-HoxA9 myeloid progenitors, lysozyme-GFP differentiation, flow cytometry; calls only at 10 µM; 360,000 tested, 1% active;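 active = normalized GFP-positive differentiation at or above the plate's own cutoff, the solvent-only control mean plus 3 SD; inconclusive = no clear call, values can overlap the other calls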;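 note: cells exposed to compound for four days before flow analysis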
LYP inhibition: PTPN22 lymphoid phosphatase activity blockers – biochemical, fluorescence intensity, uHTS (AID 1779) | recombinant LYP phosphatase, fluorescence intensity; higher % means a stronger effect | inhibition, % at 11.5 µM; hits with a dose series show IC50 in µM | 290,000 tested, 0.054% active; in the data active = inhibition above about 50%;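 note: plate controls were vehicle with enzyme for no effect and no enzyme for full effect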
GPR55 LPI antagonism: inhibition of LPI-stimulated GPR55 beta-arrestin translocation – imaging, U2OS, beta-arrestin-GFP, LPI agonist, primary screen (AID 2013). 290,000 tested, 0.13% active. U2OS GPR55 beta-arrestin-GFP translocation imaging, LPI antagonism; higher % means a stronger effect. inhibition, % at 10 µM, or IC50 in µM where a hit was titrated;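 active = spots per cell inhibited over 60%, with over 100 cells counted and total cytoplasm intensity under 500,000; inconclusive = wells with under 100 cells, flagged as likely toxic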;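 note: U2OS cells stably carrying GPR55 and arrestin-GFP stimulated by 5 µM LPI near EC80; imaged beta-arrestin-GFP aggregate spots per cell after agonist stimulation; plate controls were LPI-stimulated DMSO wells for no effect and DMSO wells without LPI for full effect; some results filed as inactive read as strong as hits; confirmed hits need IC50 under 10 µM and bright autofluorescent wells are also inconclusive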
MgcRacGAP inhibition: MgcRacGAP GTPase-activating activity inhibitors, confirmation, biochemical, ADP Hunter fluorescence | 340,000 tested, 0.6% active | MgcRacGAP-stimulated Rac1 GTP hydrolysis, ADP Hunter fluorescence; higher % means a stronger effect; GST-tagged Rac1 F28L mutant substrate | inhibition, % at 30 µM, or IC50 in µM where a hit was titrated | AID 624330;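 active = first-screen hits whose inhibition reached a set limit at any dose in the follow-up dose series; inconclusive = inhibition above the set first-screen limit but never retested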;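 note: fluorescence reports GDP produced by GAP-driven GTP hydrolysis; strong numbers were not always called active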
SIAH1 antagonists: blockers of Siah-1 interaction with plectin peptide – biochemical, fluorescence polarization, rhodamine-plectin, uHTS, primary screen (AID 1817); Siah-1 / rhodamine-plectin peptide fluorescence polarization; higher % means a stronger effect; displacement, % at 20 µM, or IC50 in µM where a hit was titrated; 290,000 tested, 0.02% active;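 active = displacement of at least 50% at 20 µM, with a fluorescence ratio check between 0.3 and a set limit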;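 note: plate controls were Siah plus tracer with DMSO for no effect and tracer alone without Siah for full effect; strong numbers were not always called active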
PhoP inhibition: inhibitors of PhoP regulon expression, primary screen, Salmonella Typhimurium, GFP reporter (AID 1863); S. Typhimurium PhoP-regulated promoter GFP reporter, 4 h; higher % means a stronger effect; one-dose inhibition, % at 50 µM; IC50 in µM for titrated hits; 300,000 tested, 0.16% active;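 active = inhibition over 29.93%, a cutoff 3 SD above the screen mean, later confirmed by dose response; inconclusive = inhibition over 29.93% but no dose response follow-up; inactive = inhibition at most 29.93% or unconfirmed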;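 note: 0% = low Mg2+ inducing control and 100% = high Mg2+ repressing control; strong numbers were not always called active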
HIV fusion peptide: inhibitors of HIV fusion peptide binding, primary screen, biochemical, uHTS, fluorescence dequenching (AID 1986). cell-free peptide binding, fluorescence dequenching, 30 min; higher % means a stronger effect. inhibition, % at 20 µM, or IC50 in µM where a hit was titrated. 290,000 tested, 0.3% active; in the data active = inhibition mostly above about 52%, no sharp cut-off; inactive = mostly below about 76%; note: some results filed as inactive read as strong as hits
NTR1 ag cell count 20 µM: further read-out of NTR1 ag, marked with its call; cell count; measured here: cell count, cytotoxicity flag
Myeloid diff MLP GFP+ MAC1+ %: further read-out of Myeloid diff MLP, marked with its call; GFP+ MAC1+ double positive, %; measured here: differentiation confirmed by MAC1 staining
Active calls of the source: *; i = inactive; ? = inconclusive; . = no result given; + = active, no number.

Compound	NTR1 ag	NTR1 ag cell count 20 µM	GPR35 arrestin U2OS	Myeloid diff MLP	Myeloid diff MLP GFP+ MAC1+ %	LYP inhibition	GPR55 LPI antagonism	MgcRacGAP inhibition	SIAH1 antagonists	PhoP inhibition	HIV fusion peptide
Cc1c(OCC(=O)N[C@H](C(=O)O)c2ccccc2)ccc2c3c(c(=O)oc12)CCCC3	-0.5	80	4%	i	0.7	-7%	-3%	2%	6%	-6%	7.3%
Cc1cc2cc(CN(Cc3cccs3)S(=O)(=O)c3ccc4c(c3)OCCO4)c(=O)[nH]c2cc1C	1.4	48	1%	i	0.7	-7%	-2%	6%	12%	-6%	3.3%
COc1ccccc1NC(=O)COC(=O)CN1C(=O)C(=O)c2ccccc21	0.0	48	13%	i	0.4	2%	-20%	0%	3%	-9%	1.8%
CCN(CC(=O)Nc1c(F)cccc1F)C(=O)c1cc([N+](=O)[O-])ccc1N1CCCCC1	-0.7	49	.	i	0.5	.	.	2%	.	10%	.
Cc1ccc(C)c(S(=O)(=O)N2CCN(C(=O)CNC(=O)c3ccc4ccccc4c3)CC2)c1	1.6	67	.	i	0.5	.	.	2%	.	3%	.
COc1cccc2sc(N(CCN(C)C)C(=O)c3ccc4c(c3)CCCC4)nc12	5.2	60	14%	i	2.5	-7%	-4%	12%	-4%	-6%	-3.0%
Cc1ccc(C)c(NC(=O)CSc2nnc3n2CCCCC3)c1	-1.1	89	4%	i	0.2	0%	-1%	0%	4%	14%	-2.8%
Cc1cc(C)n(CC(=O)O)n1	1.1	74	-11%	i	0.5	-6%	9%	10%	7%	2%	2.9%
O=C(CSC1=NCCS1)NC1CCCCC1	-1.0	49	10%	i	0.8	-4%	3%	-3%	1%	-5%	1.0%
CCCN(C(=O)COC(=O)CNC(=O)c1ccc2ccccc2c1)c1c(N)n(Cc2ccccc2)c(=O)[nH]c1=O	-0.7	62	.	i	0.6	.	.	14%	.	-6%	.
COc1ccc2oc(C(=O)OCC(=O)Nc3cccc(S(=O)(=O)N4CCOCC4)c3)c(C)c2c1	3.6	65	.	i	0.2	.	.	7%	.	-8%	.
CCCN(CC(=O)Nc1ccc(C(C)=O)cc1)CC(=O)Nc1ccccc1C	-1.3	65	-7%	i	0.6	4%	-2%	11%	-3%	4%	-1.6%
Cc1cc(C)n(-c2nc(N(C)C)nc(N(C)C)n2)n1	-1.4	56	3%	i	3.5	1%	-15%	12%	4%	-1%	0.0%
COc1ccc(N2C(=O)CC(N(CCc3ccccc3)C(=O)c3ccccc3)C2=O)cc1 (configuration not stated)	-0.6	54	6%	i	0.3	-6%	4%	4%	-6%	-6%	-1.4%
CCn1c(SCC(=O)Nc2oc(-c3ccccc3)c(-c3ccccc3)c2C#N)nnc1-c1ccco1	4.0	64	1%	i	1.1	6%	0%	6%	5%	1%	1.5%
O=C(CN1CCCCCC1)NCc1ccccc1	1.5	56	-6%	i	0.5	4%	-1%	-1%	-4%	2%	-0.3%

Pulled by compound from above (four):
Compound	NTR1 ag	NTR1 ag cell count 20 µM	GPR35 arrestin U2OS	Myeloid diff MLP	Myeloid diff MLP GFP+ MAC1+ %	LYP inhibition	GPR55 LPI antagonism	MgcRacGAP inhibition	SIAH1 antagonists	PhoP inhibition	HIV fusion peptide
Cc1cc2cc(CN(Cc3cccs3)S(=O)(=O)c3ccc4c(c3)OCCO4)c(=O)[nH]c2cc1C	1.4	48	1%	i	0.7	-7%	-2%	6%	12%	-6%	3.3%
Cc1c(OCC(=O)N[C@H](C(=O)O)c2ccccc2)ccc2c3c(c(=O)oc12)CCCC3	-0.5	80	4%	i	0.7	-7%	-3%	2%	6%	-6%	7.3%
CCCN(C(=O)COC(=O)CNC(=O)c1ccc2ccccc2c1)c1c(N)n(Cc2ccccc2)c(=O)[nH]c1=O	-0.7	62	.	i	0.6	.	.	14%	.	-6%	.
COc1ccccc1NC(=O)COC(=O)CN1C(=O)C(=O)c2ccccc21	0.0	48	13%	i	0.4	2%	-20%	0%	3%	-9%	1.8%

Next section.
Compound	NTR1 ag	NTR1 ag cell count 20 µM	GPR35 arrestin U2OS	Myeloid diff MLP	Myeloid diff MLP GFP+ MAC1+ %	LYP inhibition	GPR55 LPI antagonism	MgcRacGAP inhibition	SIAH1 antagonists	PhoP inhibition	HIV fusion peptide
C#CCOCCOCCOCCNc1nc(N2CCN(C(=O)[C@H]([C@@H](C)CC)n3cc([C@@H](N)CO)nn3)CC2)nc(N2CCN(C(=O)[C@H]([C@@H](C)CC)n3cc([C@@H](N)CC(C)C)nn3)CC2)n1	-2.5	101	11%	i	2.4	-9%	2%	-7%	-2%	-2%	22%
O=c1cnn(-c2ccccc2)c(-c2ccccc2)c1	2.4	70	6%	i	1.2	-1%	-6%	11%	2%	5%	3.9%
Cc1ccc(CNC(=O)N2CCN(c3ccc(C)cc3)CC2)cc1	-1.7	66	10%	i	0.4	-12%	-4%	0%	1%	1%	-1.7%
CS(=O)(=O)N(CC(=O)Nc1cccc([N+](=O)[O-])c1)c1ccccc1F	-0.3	53	-18%	i	0.2	-6%	3%	5%	-3%	-5%	-1.3%
Cc1ccc(-n2[nH]c(C)c(C=Nc3ccc(S(=O)(=O)Nc4nc(C)cc(C)n4)cc3)c2=O)c(C)c1	-0.6	70	6%	i	0.3	4%	14%	4%	-1%	1%	-2.3%
Cc1ccc(NC(=S)N2CCN(S(C)(=O)=O)CC2)cc1	0.6	70	4%	i	1.3	0%	10%	6%	1%	-4%	0.2%
CC(C)CN(C(=O)COC(=O)CCN1C(=O)c2ccccc2C1=O)C1CCS(=O)(=O)C1 (configuration not stated)	1.3	93	-5%	i	0.5	-4%	-2%	8%	-3%	9%	39%
Cc1cn2c(=O)c(C(=O)NCc3ccc4c(c3)OCO4)cnc2s1	-0.2	56	.	i	0.3	.	.	4%	.	9%	.
Cc1c(C)c2c(OCC(=O)NC3CC3)cc3c(c2oc1=O)CCC(C)(C)O3	1.8	96	-8%	i	1.4	-16%	-12%	1%	1%	-2%	0.8%
CC1(c2cccc3ccccc23)NC(=O)N(CC(=O)NC2CCS(=O)(=O)C2)C1=O (configuration not stated)	-0.8	32	-5%	i	0.7	7%	-4%	9%	-1%	-4%	0.5%
CCN(C(=O)c1cc2c(=O)n3ccccc3nc2n1CCCOC)C1CCCCC1	0.1	45	-14%	i	2.8	-6%	-23%	7%	-5%	4%	-0.4%
Fc1ccc(C2CCNCC2COc2ccc3c(c2)OCO3)cc1 (configuration not stated)	6.6	95	1%	i	0.3	-8%	18%	5%	4%	4%	-0.4%
C=CCNC(=O)C1CCN(C(=O)c2ccc(-c3ccccc3)cc2)CC1	-1.1	38	-15%	i	0.3	-1%	-6%	7%	0%	-7%	0.5%
CC1CN(CCC(=O)Nc2ccccc2F)CC(C)O1 (configuration not stated)	2.6	49	9%	i	1.0	-8%	-8%	9%	10%	12%	-1.2%
COc1ccccc1N1CCN(S(=O)(=O)CCNC(=O)Cc2ccc(F)cc2)CC1	0.3	48	.	i	0.9	.	.	-1%	.	-1%	.
O=C(CN1C(=O)C2CC=CCC2C1=O)NCc1cccs1 (configuration not stated)	-0.3	57	-1%	i	0.2	-6%	-1%	8%	-7%	-2%	-0.4%
CCc1noc(C)c1C(=O)N1CC(C)OC(C)C1 (configuration not stated)	0.8	44	-4%	i	0.9	-6%	22%	6%	5%	-10%	-2.8%
O=C(CCC(=O)N(CC(=O)NC1CCCCC1)Cc1cccs1)Nc1nccs1	-1.3	65	-9%	i	0.3	-5%	5%	2%	4%	1%	0.4%
Cn1c(COc2ccccc2Br)nc2ccccc21	-1.5	47	-14%	i	0.0	0%	-7%	17%	3%	-6%	-1.5%
CCCn1c(SCC(=O)N2CCN(C(C)=O)CC2)nc2sc3c(c2c1=O)CCC3	1.4	63	-2%	?	.	-6%	7%	5%	-2%	-5%	-2.0%
Cc1nnc(SCC(=O)NC2CCCc3ccccc32)n1-c1ccccc1 (configuration not stated)	-0.3	59	8%	i	0.8	-10%	9%	5%	7%	5%	1.8%
O=C(c1ccccc1CCc1ccccc1)N1CCOCC1	-0.3	48	20%	i	0.8	2%	-10%	13%	-4%	-19%	-1.4%
CCCNS(=O)(=O)c1ccc(CCC(=O)N2CCN(CC)CC2)cc1	-0.6	46	-7%	i	1.3	-3%	7%	2%	2%	-11%	-2.9%
Clc1ccc(-c2cc(C3CCNCC3)[nH]n2)c(Cl)c1	-0.1	43	7%	i	0.1	-4%	1%	.	-2%	0%	-1.3%
Cc1ccsc1C(=O)N1CCN(c2ncc(C(F)(F)F)cc2Cl)CC1	2.3	61	1%	i	2.6	-6%	-4%	5%	3%	7%	1.6%
O=C(/C=C/c1ccc(F)cc1)N1CCCN(C(=O)/C=C/c2ccc(F)cc2)CC1	-0.5	72	1%	i	1.3	-6%	-6%	5%	1%	14%	-1.3%
CCOC(=O)c1cnc(Nc2nc3ccccc3o2)nc1C	1.5	59	13%	i	6.1	-12%	19%	-2%	-8%	20%	-0.9%
COc1ccc(/C(C#N)=C/c2cccnc2)cc1	-0.2	87	1%	i	0.3	-2%	12%	6%	4%	-2%	0.1%
Cc1ccc(-n2ccnc(SCC(=O)NC3CCCC3)c2=O)cc1F	-0.6	53	.	i	0.8	.	.	11%	.	10%	.
Cc1ccc2nc(NCCNC(=O)c3ccccc3)c(C#N)cc2c1	0.5	61	-7%	+	1.0*	0%	-9%	5%	-3%	-2%	2.4%
O=c1ccn(CCc2c[nH]c3ccccc23)c2c1CCCC2	3.7	56	12%	i	0.4	-6%	8%	8%	-8%	2%	-2.1%
C/C(CC(=O)NCc1ccccc1)=N\NC(=O)c1cnccn1	0.5	47	-4%	i	0.8	1%	-1%	-5%	3%	-15%	0.5%
Cc1cccc(Nc2ncnc3onc(-c4cccc(Cl)c4)c23)c1	-1.2	97	-1%	i	1.7	-16%	4%	1%	-5%	2%	0.5%
